human PMI inhibition: MPI enzyme activity inhibition – biochemical, fluorescence intensity, coupled assay, primary screen (AID 1209); purified PMI enzyme, coupled fluorescence intensity; higher % means a stronger effect; one-dose inhibition, % at 20 µM; IC50 in µM for titrated hits; hit rate 0.42% among 190,000;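 note: plate controls were DMSO vehicle for no effect and wells lacking substrate for full effect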
TNAP activators: human TNAP enzyme activators, primary screen, biochemical, luminescent, no phosphate acceptor, uHTS (AID 1001); activation fold at 20 µM, or EC50 in µM where a hit was titrated; hit rate 0.03% among 200,000; purified TNAP, luminescent activation assay, no phosphate acceptor; higher activation fold means a stronger effect; in the data active = activation fold from about 3, or a potency from the dose series; inactive = the rest, 99 in 100 with activation fold below about 1.6; note: many of its hits are not listed in these tables
XIAP antagonists: XIAP antagonists, biochemical, IAP family, fluorescence polarization (AID 1018); XIAP BIR domain, fluorescence polarization peptide displacement; higher % means a stronger effect; displacement, % at 20 µM, or IC50 in µM where a hit was titrated; hit rate 0.007% among 200,000; in the data active = displacement above about 50%; note: a part of the inactive calls stands beside numbers as strong as those of hits
WT yeast gro inh: growth inhibition of WT yeast, mitochondrial fusion screen; mitochondrial fusion phenotypic screen, WT strain; inhibition, % at 10 µM; hit rate 2.1% among 190,000; AID 1362; in the data active = inhibition above about 58%; tested in S. cerevisiae
human PMI inhibitors: human PMI inhibitors, high substrate, primary screen, biochemical, fluorescence intensity, high mannose 6-phosphate (AID 1220); recombinant PMI enzyme, coupled fluorescence intensity; higher % means a stronger effect; hit rate 0.66% among 190,000; one-dose inhibition, % at 20 µM; IC50 in µM for titrated hits
Salmonella PhoP GFP: PhoP-dependent GFP reporter repression – Salmonella Typhimurium, primary screen (AID 1863); inhibition, % at 50 µM; hits with a dose series show IC50 in µM; S. Typhimurium PhoP-regulated promoter GFP reporter, 4 h; higher % means a stronger effect; hit rate 0.16% among 300,000;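 active = inhibition over 29.93%, a cutoff 3 SD above the screen mean, later confirmed by dose response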;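 note: 0% = low Mg2+ inducing control and 100% = high Mg2+ repressing control; strong numbers were not always called active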
RSV antiviral HEp-2: RSV antiviral activity via CPE protection, HEp-2 cells, primary 10 µM value included (AID 2391). HEp-2 cells, RSV-induced CPE inhibition; higher % means a stronger effect. one-dose CPE inhibition, % at 10 µM; IC50 in µM for titrated hits. hit rate 0.13% among 310,000; in the data active = a potency from the dose series; note: strong numbers were not always called active
Siah-1 displacement: Siah-1 peptide-binding antagonists, primary screen, biochemical, fluorescence polarization, rhodamine-plectin, uHTS (AID 1817); displacement, % at 20 µM, or IC50 in µM where a hit was titrated; Siah-1 / rhodamine-plectin peptide fluorescence polarization; higher % means a stronger effect; hit rate 0.02% among 290,000;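 active = displacement of at least 50% at 20 µM, with a fluorescence ratio check between 0.3 and a set limit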;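 note: plate controls were Siah plus tracer with DMSO for no effect and tracer alone without Siah for full effect; strong numbers were not always called active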
Myeloid diff MLP: compounds promoting myeloid differentiation; hit rate 1% among 360,000; calls only at 10 µM; AID 624256; ER-HoxA9 myeloid progenitors, lysozyme-GFP differentiation, flow cytometry;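 active = normalized GFP-positive differentiation at or above the plate's own cutoff, the solvent-only control mean plus 3 SD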;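 note: cells exposed to compound for four days before flow analysis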
WT yeast gro inh mutant strain: also measured in WT yeast gro inh; calls as there; inhibition, %; mitochondrial fusion phenotypic screen, mutant strain inhibition
Myeloid diff MLP GFP+ MAC1+ %: second read-out of Myeloid diff MLP, no call of its own (marks repeat the call); GFP+ MAC1+ double positive, %; measured here: differentiation confirmed by MAC1 staining
Numbers without * were called inactive. Cut-off read from the data, not from the text of the source, unless noted: active = inhibition above about 50%; inactive = the rest.

Results for Cc1cc(S(=O)(=O)NCc2cccnc2)ccc1F ?
Salmonella PhoP GFP: -1%; RSV antiviral HEp-2: 0.8%; Siah-1 displacement: 3%; Myeloid diff MLP: inactive; Myeloid diff MLP GFP+ MAC1+ %: 1.1

What do the screens show for `COc1ccc(C(=O)Cn2c(Cl)nc3c2c(=O)n(C)c(=O)n3C)cc1`?
Salmonella PhoP GFP: -6%; RSV antiviral HEp-2: 1.0%; Siah-1 displacement: -1%; Myeloid diff MLP: inactive; Myeloid diff MLP GFP+ MAC1+ %: 0.5

What do the screens show for `COC(=O)CSc1nc2ncccc2[nH]1`?
human PMI inhibition: -10%; TNAP activators: 0.7; XIAP antagonists: -3.2%; WT yeast gro inh: 0; human PMI inhibitors: -13%; Salmonella PhoP GFP: -1%; RSV antiviral HEp-2: 2.4%; Siah-1 displacement: -4%; Myeloid diff MLP: inactive; WT yeast gro inh mutant strain: 5; Myeloid diff MLP GFP+ MAC1+ %: 0.4

Results for CCOC(=O)N1CCN(C(=O)c2ccc3nc4ccsc4c(=O)n3c2)CC1 ?
human PMI inhibition: 18%; TNAP activators: 1.1; XIAP antagonists: -8.5%; WT yeast gro inh: 6; human PMI inhibitors: 14%; Salmonella PhoP GFP: -3%; RSV antiviral HEp-2: 1.4%; Siah-1 displacement: 0%; Myeloid diff MLP: inactive; WT yeast gro inh mutant strain: -6; Myeloid diff MLP GFP+ MAC1+ %: 2.7

How did CCOC(=O)COc1ccc(/C=C2\NC(=S)N(CC)C2=O)cc1 do in these assays?
human PMI inhibition: -12%; TNAP activators: 0.9; XIAP antagonists: -8.6%; WT yeast gro inh: 5; human PMI inhibitors: -1%; Salmonella PhoP GFP: -11%; RSV antiviral HEp-2: 1.2%; Siah-1 displacement: -3%; Myeloid diff MLP: inactive; WT yeast gro inh mutant strain: 16; Myeloid diff MLP GFP+ MAC1+ %: 0.4

Results for CN(C)CC(C)(C)CNS(=O)(=O)c1cccc(Cl)c1Cl ?
human PMI inhibition: -12%; TNAP activators: 1.3; XIAP antagonists: -2.5%; WT yeast gro inh: -15; human PMI inhibitors: -30%; Salmonella PhoP GFP: -1%; RSV antiviral HEp-2: 0.0%; Siah-1 displacement: 4%; Myeloid diff MLP: inactive; WT yeast gro inh mutant strain: -12; Myeloid diff MLP GFP+ MAC1+ %: 0.0

What do the screens show for `CC1Sc2ccc(S(=O)(=O)N3CCC(C(=O)NCC(C)c4ccccc4)CC3)cc2NC1=O` (stereo not given)?
Salmonella PhoP GFP: 0%; RSV antiviral HEp-2: 14%; Siah-1 displacement: 2%; Myeloid diff MLP: inactive; Myeloid diff MLP GFP+ MAC1+ %: 1.2

Results for CCN(CC)CCCN1C(=O)c2oc3ccccc3c(=O)c2C1c1cc(OC)ccc1OC (stereo not given) ?
human PMI inhibition: 2%; TNAP activators: 1; XIAP antagonists: -19%; WT yeast gro inh: -1; human PMI inhibitors: 3%; Salmonella PhoP GFP: -12%; RSV antiviral HEp-2: -0.7%; Siah-1 displacement: 2%; Myeloid diff MLP: inactive; WT yeast gro inh mutant strain: 10; Myeloid diff MLP GFP+ MAC1+ %: 2.0

What do the screens show for `O=C(CSc1nc(O)c(C(c2ccccc2)c2ccccc2)c(=O)[nH]1)N1CCOCC1`?
human PMI inhibition: -4%; TNAP activators: 1.1; XIAP antagonists: -8.8%; WT yeast gro inh: -16; human PMI inhibitors: -2%; Salmonella PhoP GFP: 12%; RSV antiviral HEp-2: 3.5%; Siah-1 displacement: 5%; Myeloid diff MLP: inactive; WT yeast gro inh mutant strain: -20; Myeloid diff MLP GFP+ MAC1+ %: 0.5

How did CCCN(CCC)CCNC(=O)CCC(=O)Nc1ccc2nc(N3CCOCC3)cc(C)c2c1 do in these assays?
Salmonella PhoP GFP: 4%; RSV antiviral HEp-2: 0.7%; Siah-1 displacement: -2%; Myeloid diff MLP: inactive; Myeloid diff MLP GFP+ MAC1+ %: 1.3

Results for O=C(O)CCCNc1cc(N2CCC3(CC2)OCCO3)c2noc3c2c1C(=O)c1ccccc1-3 ?
human PMI inhibition: 24%; TNAP activators: 0.7; XIAP antagonists: 87%*; WT yeast gro inh: 19; human PMI inhibitors: 54%*; Salmonella PhoP GFP: -3%; RSV antiviral HEp-2: 2.2%; Siah-1 displacement: 76%; WT yeast gro inh mutant strain: 15

What do the screens show for `Cc1ccc(-c2nnc(CSc3nnc(C)s3)o2)cc1`?
human PMI inhibition: -7%; TNAP activators: 1.1; XIAP antagonists: -1.2%; WT yeast gro inh: 6; human PMI inhibitors: -3%; Salmonella PhoP GFP: -4%; RSV antiviral HEp-2: -1.7%; Siah-1 displacement: 2%; Myeloid diff MLP: inactive; WT yeast gro inh mutant strain: 3; Myeloid diff MLP GFP+ MAC1+ %: 1.3

How did COc1ccc(NC(=O)CSc2nc3ccccc3cc2Cc2ccccc2)cc1 do in these assays?
human PMI inhibition: 2%; TNAP activators: 1.1; XIAP antagonists: 0.3%; WT yeast gro inh: 30; human PMI inhibitors: 4%; Salmonella PhoP GFP: -6%; RSV antiviral HEp-2: 1.5%; Siah-1 displacement: -1%; Myeloid diff MLP: inactive; WT yeast gro inh mutant strain: 21; Myeloid diff MLP GFP+ MAC1+ %: 6.0

What do the screens show for `O=C1CC(c2cccc([N+](=O)[O-])c2)c2ccc3ccccc3c2N1` (stereo not given)?
human PMI inhibition: 17%; TNAP activators: 1; XIAP antagonists: -4.3%; WT yeast gro inh: 54; human PMI inhibitors: 13%; Salmonella PhoP GFP: 8%; RSV antiviral HEp-2: 15%; Siah-1 displacement: 2%; Myeloid diff MLP: inactive; WT yeast gro inh mutant strain: 56; Myeloid diff MLP GFP+ MAC1+ %: 1.0

How did CCCC(=O)Nc1ccc(NC(=O)c2cccc(OC)c2)nc1 do in these assays?
human PMI inhibition: -4%; TNAP activators: 1.1; XIAP antagonists: -4.4%; WT yeast gro inh: -7; human PMI inhibitors: 2%; Salmonella PhoP GFP: 3%; RSV antiviral HEp-2: 3.2%; Siah-1 displacement: 2%; Myeloid diff MLP: inactive; WT yeast gro inh mutant strain: 1; Myeloid diff MLP GFP+ MAC1+ %: 0.7

How did FC(F)(F)c1cnc(Sc2ncn[nH]2)c(Cl)c1 do in these assays?
human PMI inhibition: 0%; TNAP activators: 1.1; XIAP antagonists: -6.7%; WT yeast gro inh: 6; human PMI inhibitors: 4%; Salmonella PhoP GFP: -9%; RSV antiviral HEp-2: 1.5%; Siah-1 displacement: 3%; Myeloid diff MLP: inactive; WT yeast gro inh mutant strain: 9; Myeloid diff MLP GFP+ MAC1+ %: 0.2

Results for COc1ccc(C(=O)NCC(=O)N2CCN(c3ccc(Cl)cc3)CC2)cc1 ?
Salmonella PhoP GFP: -2%; RSV antiviral HEp-2: 2.8%; Siah-1 displacement: 6%; Myeloid diff MLP: inactive; Myeloid diff MLP GFP+ MAC1+ %: 0.3

Results for COc1ccnc(N=CNOCc2ccc(C)cc2)c1C#N ?
human PMI inhibition: 6%; TNAP activators: 1.1; XIAP antagonists: -5.0%; WT yeast gro inh: 4; human PMI inhibitors: 5%; Salmonella PhoP GFP: -4%; RSV antiviral HEp-2: 0.0%; Siah-1 displacement: -2%; Myeloid diff MLP: inactive; WT yeast gro inh mutant strain: -2; Myeloid diff MLP GFP+ MAC1+ %: 0.7

Results for CCOC(=O)c1ccc(N2CCOCC2)c(NC(=O)c2ccc3c(c2)OCO3)c1 ?
Salmonella PhoP GFP: 1%; RSV antiviral HEp-2: 5.0%; Siah-1 displacement: -1%; Myeloid diff MLP: inactive; Myeloid diff MLP GFP+ MAC1+ %: 1.7

How did Cc1ccccc1CN1CCN(CC(=O)NCc2ccccc2)C1=O do in these assays?
human PMI inhibition: -8%; TNAP activators: 1.1; XIAP antagonists: -3.9%; WT yeast gro inh: 1; human PMI inhibitors: -8%; Salmonella PhoP GFP: 2%; RSV antiviral HEp-2: 1.4%; Siah-1 displacement: 3%; Myeloid diff MLP: inactive; WT yeast gro inh mutant strain: 6; Myeloid diff MLP GFP+ MAC1+ %: 0.5

What do the screens show for `CCn1c(CSc2nc3ccccc3s2)nnc1SCC(=O)c1ccc2c(c1)OCCO2`?
WT yeast gro inh: 35; Salmonella PhoP GFP: 3%; RSV antiviral HEp-2: 8.1%; Myeloid diff MLP: inactive; WT yeast gro inh mutant strain: 22; Myeloid diff MLP GFP+ MAC1+ %: 1.0

How did COCCn1c(SCc2ccc(OC)c(F)c2)nnc1-c1ccncc1 do in these assays?
Salmonella PhoP GFP: 4%; RSV antiviral HEp-2: 1.6%; Siah-1 displacement: -1%; Myeloid diff MLP: inactive; Myeloid diff MLP GFP+ MAC1+ %: 2.2

How did COc1cc(C(C)=O)ccc1OCC(O)CNCC(O)c1ccccc1 (stereo not given) do in these assays?
Salmonella PhoP GFP: 6%; RSV antiviral HEp-2: 1.0%; Siah-1 displacement: -1%; Myeloid diff MLP: inactive; Myeloid diff MLP GFP+ MAC1+ %: 0.7

Results for Cc1cc2ncn(/N=C/c3ccc(-c4ccccc4)o3)c2cc1C ?
human PMI inhibition: 10%; TNAP activators: 0.9; XIAP antagonists: -8.4%; WT yeast gro inh: -12; human PMI inhibitors: 4%; Salmonella PhoP GFP: 0%; RSV antiviral HEp-2: -1.1%; Siah-1 displacement: -2%; Myeloid diff MLP: inactive; WT yeast gro inh mutant strain: 13; Myeloid diff MLP GFP+ MAC1+ %: 1.3

What do the screens show for `CCC(C)c1ccc(NC(=S)NN2CCOCC2)cc1` (stereo not given)?
human PMI inhibition: 13%; TNAP activators: 1.1; XIAP antagonists: -2.3%; WT yeast gro inh: -1; human PMI inhibitors: 10%; Salmonella PhoP GFP: -5%; RSV antiviral HEp-2: 0.1%; Siah-1 displacement: -6%; Myeloid diff MLP: inactive; WT yeast gro inh mutant strain: -4; Myeloid diff MLP GFP+ MAC1+ %: 1.0

What do the screens show for `COC(=O)c1sccc1NC(=O)Nc1ccccc1F`?
human PMI inhibition: 8%; TNAP activators: 1.1; XIAP antagonists: -4.7%; WT yeast gro inh: 0; human PMI inhibitors: -3%; Salmonella PhoP GFP: -10%; RSV antiviral HEp-2: 2.6%; Siah-1 displacement: 6%; Myeloid diff MLP: inactive; WT yeast gro inh mutant strain: 9; Myeloid diff MLP GFP+ MAC1+ %: 0.2

Results for COc1ccc(Cl)cc1NC(=O)C1(c2cccs2)CCOCC1 ?
human PMI inhibition: -1%; TNAP activators: 1.1; XIAP antagonists: -7.6%; WT yeast gro inh: 0; human PMI inhibitors: -4%; Salmonella PhoP GFP: 1%; RSV antiviral HEp-2: 72%; Siah-1 displacement: 1%; Myeloid diff MLP: inactive; WT yeast gro inh mutant strain: 23; Myeloid diff MLP GFP+ MAC1+ %: 0.3

Screening results: PubChem, several laboratories
